Tat export inh = E. coli Tat export inhibitors, primary screen, MC4100, TorA-mCherry reporter, fluorescence, single point. hit rate 0.036% among 340,000. inhibition, % at 10 µM. AID 488895, 2010;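 active = mean replicate inhibition at least 50% and at least half of replicates individually reaching 50%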;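 note: exported cargo escapes ClpAP degradation while cytoplasmic cargo is degraded and loses fluorescence; 0% = median of neutral control wells and 100% = median of NaSCN control wells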
Wnt bcat act = Wnt/beta-catenin pathway activators, primary screen, cell-based, plate reader, single point; AID 743398, 2014; hit rate 1.2% among 300,000; activation, % at 9.35 µM; Wnt/beta-catenin reporter cell assay, activator; in the data active = activation above about 30%, passing the limit was not always enough;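 note: 0% = neutral control wells and 100% = positive control wells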
V-ATPase pHluor = regulators of yeast V-ATPase proton pumping, primary screen, pHLuorin cytosolic pH fluorescence; S. cerevisiae; response, % at 10 µM; hit rate 0.37% among 350,000; AID 504577, 2011; in the data active = response mostly above about 7.3%, no sharp cut-off; inactive = mostly below about 5.4%; note: actives read high; inactives centre near 0; some compounds called inactive have numbers as strong as hits
CAL PDZ FP-1 = untagged CAL PDZ binding inhibitors, primary screen, biochemical, fluorescence polarization, HTS | purified CAL PDZ, TMR-peptide fluorescence polarization, 1 h | Golgi-associated PDZ and coiled-coil motif-containing protein (Homo sapiens), Q9HD26 | AID 602252, 2012 | inhibition, % at 24.9 µM | hit rate 0.92% among 300,000;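 active = mean inhibition of at least 30% with at least half of replicates also reaching 30%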;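 note: 0% = DMSO neutral control and 100% = excess unlabeled competitor peptide PRC23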
CAL PDZ FP-2 = CAL PDZ peptide-binding inhibitors, primary screen, biochemical, fluorescence polarization, Cer-tagged CAL PDZ, HTS | Golgi-associated PDZ and coiled-coil motif-containing protein (Homo sapiens), Q9HD26 | purified CAL PDZ, TMR-peptide fluorescence polarization, 1 h | inhibition, % at 20 µM | hit rate 0.02% among 330,000 | AID 504414, 2011;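 active = highest replicate inhibition of at least 40%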;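 note: plate controls were DMSO neutral control wells for no effect and unlabeled competitor peptide control wells for full effect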
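Test system: tagged CAL PDZ domain / Buffer or medium: sodium phosphate/NaCl buffer pH 7.4 with TCEP, IgG, Thesit / Reagent: TMR-labelled reporter peptide T*-PRC34 bound in PDZ groove / Compound dosing: single point, 20 µM / Schedule: 1 h incubation at room temperature before polarization reading / Technique: fluorescence polarization (mP) / Benchmarks: unlabelled peptide, DMSO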
MITF TRPM1 HTS = activators of MITF-driven TRPM1 promoter reporter, primary screen, cell-based, SK-MEL-5, luciferase, single point. hit rate 0.75% among 300,000. activation, % at 12.5 µM. SK-MEL-5 TRPM1-promoter luciferase, 24 h; % of positive control, neutral wells = 0;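 active = mean activation of at least 80% with every replicate also reaching 80%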;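 note: 0% = neutral control wells and 100% = parthenolide positive control wells; values of inactives mirror those of a sister screen read the other way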
RTF Ca sens act = cardiac RTF calcium sensitivity activators, primary screen, biochemical, IANBD-TnC fluorescence, EC20 calcium | IANBD-labeled TnC RTF fluorescence at EC20 calcium; 0% EC20 calcium, 100% full calcium | hit rate 0.24% among 340,000 | AID 493008, 2010 | Troponin I, cardiac muscle (Homo sapiens) + Troponin T, cardiac muscle (Homo sapiens) + … | activation, % at 7.2 µM;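 active = activation above the mean over all tested compounds plus 3 SD, cut at about 30% in these data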;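 note: rise in fluorescence read as greater calcium sensitivity of cardiac thin filaments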
Rtt109 HAT inh = inhibitors of C. albicans Rtt109/Vps75 HAT, primary screen, biochemical, ThioGlo CoA-SH fluorescence, plate reader; Histone acetyltransferase RTT109 (Candida albicans (strain SC5314 / ATCC MYA-2876)), …; purified Rtt109/Vps75, 4 h; inhibition, % at 34.9 µM; hit rate 0.16% among 330,000; AID 540336, 2011;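 active = inhibition of at least 50% in every replicate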
CDK5 inh = inhibitors of human CDK5/p35 kinase, primary screen, biochemical, single concentration; inhibition, % at 10 µM; hit rate 0.01% among 330,000; Recombinant CDK5/p35, ADP-Glo luminescence, 60 min;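 active = highest replicate inhibition of at least 50% and at least 75% of replicates reaching 50%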;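 note: plate controls were DMSO neutral control for no effect and GW8510 at 10 µM for full effect; many of its hits are not listed in these tables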
Target sequence (Q00535 whole entry, looked up): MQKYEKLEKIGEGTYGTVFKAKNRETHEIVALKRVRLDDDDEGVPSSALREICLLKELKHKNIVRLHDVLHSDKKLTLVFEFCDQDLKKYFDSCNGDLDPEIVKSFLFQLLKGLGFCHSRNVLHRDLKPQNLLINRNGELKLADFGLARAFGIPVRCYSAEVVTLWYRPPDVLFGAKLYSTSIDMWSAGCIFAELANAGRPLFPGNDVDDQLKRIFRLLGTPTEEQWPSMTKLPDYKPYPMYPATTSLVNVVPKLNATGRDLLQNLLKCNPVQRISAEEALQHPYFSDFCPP
Target sequence (Q15078 whole entry, looked up): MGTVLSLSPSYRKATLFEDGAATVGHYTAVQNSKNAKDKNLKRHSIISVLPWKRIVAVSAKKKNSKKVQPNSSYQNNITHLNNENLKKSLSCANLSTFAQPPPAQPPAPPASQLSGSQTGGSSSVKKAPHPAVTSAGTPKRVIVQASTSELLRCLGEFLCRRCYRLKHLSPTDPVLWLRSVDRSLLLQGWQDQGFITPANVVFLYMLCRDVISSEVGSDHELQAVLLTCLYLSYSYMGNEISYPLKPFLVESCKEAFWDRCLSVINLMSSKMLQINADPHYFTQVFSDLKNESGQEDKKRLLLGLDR
dFosB act = activators of delta FosB homodimer, primary screen, biochemical, fluorescence polarization, TAMRA-CDK5 oligo, single point. AID 493131, 2011. hit rate 0.99% among 340,000. purified delta FosB; percent of positive-control signal above neutral wells. activation, % at 25 µM;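 active = mean activation above about 17%, with every replicate also reaching it, limit read from the data, passing the limit was not always enough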;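 note: fluorescence polarization rise as delta FosB binds a TAMRA Cdk5 AP-1 oligo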
Target sequence (P13346 whole entry, looked up): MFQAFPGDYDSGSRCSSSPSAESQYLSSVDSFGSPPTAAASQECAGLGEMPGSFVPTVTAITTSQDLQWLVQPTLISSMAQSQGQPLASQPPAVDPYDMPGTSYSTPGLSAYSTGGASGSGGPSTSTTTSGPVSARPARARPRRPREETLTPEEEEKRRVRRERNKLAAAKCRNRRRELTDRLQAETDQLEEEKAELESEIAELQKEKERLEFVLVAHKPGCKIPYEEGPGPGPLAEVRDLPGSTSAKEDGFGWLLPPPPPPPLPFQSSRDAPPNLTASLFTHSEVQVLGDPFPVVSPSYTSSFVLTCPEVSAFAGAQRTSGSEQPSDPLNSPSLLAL
The depositor's hits bear a star; nt = not tested or not shown.

(1) Cc1noc(C)c1COC(=O)Cc1ccc(Cl)c(Cl)c1
(2) O=C(CSc1ccc(-c2ccc(F)cc2)nn1)NCc1ccco1
(3) O=[N+]([O-])c1ccc(NC(=S)N2CCc3ccccc32)cc1
(4) CCN(CC(=O)N1CCOCC1)S(=O)(=O)c1cc(Cl)ccc1Cl
(5) CCC(=O)Nc1ccc(N2CCN(S(C)(=O)=O)CC2)cc1
(6) CCOc1ccc(C(=O)C(C)OC(=O)C2CCN(c3ccc(C(F)(F)F)cn3)CC2)cc1 (stereo not given)
entry no.	1	2	3	4	5	6
Tat export inh	4	0	-4	-7	15	-10
Wnt bcat act	nt	-4	0	-3	-5	-4
V-ATPase pHluor	-2	2	2	-1	0	-1
CAL PDZ FP-1	1	nt	3	-4	2	-3
CAL PDZ FP-2	-2.7	-2.5	-4.0	-1.2	-0.2	-2.0
MITF TRPM1 HTS	13	nt	-7	-5	-7	-8
RTF Ca sens act	-2	11	-4	-2	-5	-14
Rtt109 HAT inh	-2	-10	9	-6	11	-20
CDK5 inh	-0.5	2.3	1.4	0.5	-0.2	0.9
dFosB act	-2	-5	-2	6	-8	-9

Next part; the last 2 above are carried over.
(5) CCC(=O)Nc1ccc(N2CCN(S(C)(=O)=O)CC2)cc1
(6) CCOc1ccc(C(=O)C(C)OC(=O)C2CCN(c3ccc(C(F)(F)F)cn3)CC2)cc1 (stereo not given)
(7) O=C(CSc1nn(-c2ccccc2)c(=S)s1)NC1CCS(=O)(=O)C1 (stereo not given)
(8) COc1ccc(C(=O)c2cnc[nH]2)cc1OC
(9) CC(=O)N1CCN(C(=O)Nc2cccc(C(F)(F)F)c2)CC1
(10) COc1ccccc1OCCCCOc1ccccc1C(C)=O
(11) COc1ccccc1N1CCN(C(=O)CNC(=O)c2ccc(Cl)cc2Cl)CC1
(12) CC(=O)Nc1ccc2c(c1)n(C)c(=O)n2C
entry no.	5	6	7	8	9	10	11	12
Tat export inh	15	-10	-5	19	-5	-7	-3	-3
Wnt bcat act	-5	-4	nt	0	nt	nt	-3	nt
V-ATPase pHluor	0	-1	2	-1	-5	3	2	-4
CAL PDZ FP-1	2	-3	0	5	nt	24	-3	nt
CAL PDZ FP-2	-0.2	-2.0	-1.1	-0.4	0.5	-0.4	-3.2	-0.3
MITF TRPM1 HTS	-7	-8	-2	-5	12	-11	-8	-4
RTF Ca sens act	-5	-14	4	-6	-3	12	-4	-4
Rtt109 HAT inh	11	-20	-3	-6	-6	-1	3	-2
CDK5 inh	-0.2	0.9	-0.6	2.2	0.0	-0.6	-0.4	0.9
dFosB act	-8	-9	6	2	3	-8	-3	-3

(13) COCCSc1ccccc1C(=O)NCc1ccc(S(N)(=O)=O)cc1
(14) O=C(O)c1cn(-c2ccccc2)nc1-c1ccncc1
(15) O=C1N(c2ccc(Cl)cc2)C(c2ccccc2)N2CCCN12 (stereo not given)
(16) CC(C)(C)NC(=O)C(c1ccncc1)N(C(=O)Cn1nnc(-c2ccc(F)cc2)n1)c1cccc(F)c1 (stereo not given)
(17) COc1ccc(OC)c(NC(=O)c2ccccc2NS(=O)(=O)c2cccc3cccnc23)c1
(18) Cc1ncnc(N)c1CCCNc1ccccc1
entry no.	13	14	15	16	17	18
Tat export inh	-4	3	-4	7	0	-5
Wnt bcat act	-2	nt	nt	-3	nt	-2
V-ATPase pHluor	5	3	4	-2	-2	1
CAL PDZ FP-1	nt	3	-2	-3	-5	0
CAL PDZ FP-2	-2.8	-1.3	-1.9	-1.9	-1.3	-0.8
MITF TRPM1 HTS	-4	-10	-7	-5	3	4
RTF Ca sens act	3	-1	18	4	-5	2
Rtt109 HAT inh	-10	-5	5	-6	4	11
CDK5 inh	-2.3	-1.6	-0.1	-0.2	0.6	-0.1
dFosB act	1	2	-14	-14	-6	-9

(19) Cc1ccc(NC(=O)CN2CCN(C)CC2)cc1Br
(20) O=C(Nc1ccccc1C(=O)N1CCCC1)C1CCN(c2ncccn2)CC1
(21) CCOc1cc(/C=C2/NC(=O)N(CC(=O)Nc3cccc(C)c3)C2=O)ccc1O
(22) c1ccc2c(c1)nc(NC1CCCCC1)c1nncn12
(23) CSc1nc(Cl)c(Cc2ccc(OCC(C)C)cc2)c(N2CCOCC2)n1
(24) COc1ccc(-c2noc(CNS(=O)(=O)c3ccc(NC(C)=O)cc3)n2)cc1
entry no.	19	20	21	22	23	24
Tat export inh	-3	-13	10	-13	-5	-5
Wnt bcat act	0	nt	-2	1	-10	2
V-ATPase pHluor	1	-1	3	7	3	3
CAL PDZ FP-1	8	-3	-2	nt	-5	4
CAL PDZ FP-2	0.2	nt	-0.1	-2.5	-2.4	-0.4
MITF TRPM1 HTS	nt	-5	-13	7	-15	-7
RTF Ca sens act	-3	-4	-1	2	0	-1
Rtt109 HAT inh	7	-31	-6	2	nt	17
CDK5 inh	-1.7	0.8	0.5	0.2	-1.1	1.3
dFosB act	-2	-3	19*	-8	-13	-6

(25) Oc1ccc(Cl)cc1C=Nc1ccc2c3c(cccc13)CC2
(26) CC1(C)SC2c3ccccc3C(=O)N2[C@@H]1C(=O)O (stereo not given in full)
(27) COC(=O)CCC(=O)N1CCC(CCC(=O)NCc2ccc(F)cc2)CC1
(28) CCn1c(=S)sc2c(=O)n(CC(=O)Nc3cc(OC)ccc3OC)c(C)nc21
(29) CS(=O)(=O)Cc1ccc(C(=O)N2CCCC2c2cccs2)cc1 (stereo not given)
(30) CCOC(=O)c1cccc(NC(=O)C2CCCO2)c1 (stereo not given)
entry no.	25	26	27	28	29	30
Tat export inh	5	7	-2	-6	8	-5
Wnt bcat act	-3	2	-1	-4	-4	-5
V-ATPase pHluor	-8	5	1	-3	0	0
CAL PDZ FP-1	nt	-2	-7	1	nt	8
CAL PDZ FP-2	-0.1	-0.3	-0.6	-2.9	-0.3	-0.3
MITF TRPM1 HTS	-9	nt	-1	5	4	-5
RTF Ca sens act	-4	5	5	-3	-4	0
Rtt109 HAT inh	-1	-4	-4	-8	-5	3
CDK5 inh	0.7	2.2	0.9	1.3	-3.9	-2.2
dFosB act	1	-3	0	-7	-7	-1

(31) O=S(=O)(c1ccccc1)N(Cc1cccc(F)c1)c1ccccc1
(32) COc1ccccc1OCC(=O)Nc1ccc(S(=O)(=O)N2CCN(C)CC2)cc1
(33) O=C1C2CC=CCC2C(=O)N1c1ccc(NCCc2ccc(Cl)cc2)c([N+](=O)[O-])c1 (stereo not given)
(34) COc1ccc(-n2c(C)cc(=O)[nH]c2=O)cc1
(35) Cc1cnc(C(=O)Nc2cccc(-c3nnc4n3CCCCC4)c2)cn1
(36) O=C(CCn1c(=O)sc2ccccc21)NCCCn1ccnc1
entry no.	31	32	33	34	35	36
Tat export inh	2	-4	4	0	-2	6
Wnt bcat act	-2	0	-3	-1	nt	-7
V-ATPase pHluor	-3	-2	1	1	-2	0
CAL PDZ FP-1	nt	-2	10	1	-2	-2
CAL PDZ FP-2	-1.2	-0.2	1.0	-0.4	-1.8	-3.3
MITF TRPM1 HTS	nt	13	4	-2	-18	-4
RTF Ca sens act	8	3	0	-5	-4	-5
Rtt109 HAT inh	1	1	-1	13	3	-5
CDK5 inh	-3.3	0.1	1.1	-0.2	-0.1	-0.7
dFosB act	-3	-10	-6	4	-6	-1

(37) O=C(CSc1ccc(-c2ccccn2)nn1)Nc1ccc(F)cc1F
(38) CN(CC(=O)Nc1ccccc1C(F)(F)F)C(=O)C1CCN(S(=O)(=O)c2ccc3c(c2)OCCO3)CC1
(39) O=C(O)C1C2OC(C(Br)C2Br)C1C(=O)O (stereo not given)
(40) Cc1ccc(C)n1C(CC(=O)O)c1ccc(C#N)cc1 (stereo not given)
(41) O=C(/C=C/c1ccccc1)NC(=S)Nc1ccc2c3c(cccc13)CC2
(42) CCSc1cc(Cl)nc(N)n1
entry no.	37	38	39	40	41	42
Tat export inh	7	-7	-7	0	-8	1
Wnt bcat act	0	-3	-4	1	-1	1
V-ATPase pHluor	-4	2	-4	1	2	3
CAL PDZ FP-1	-4	nt	2	-6	-6	-2
CAL PDZ FP-2	-2.4	-1.1	0.0	-0.5	-0.7	0.5
MITF TRPM1 HTS	-1	-7	-7	19	-7	-12
RTF Ca sens act	-1	-4	-7	nt	3	1
Rtt109 HAT inh	-7	2	-1	9	-30	-3
CDK5 inh	-2.4	1.0	-0.5	-0.2	-1.2	-0.4
dFosB act	3	-11	1	4	3	-5

Complete entries, quoted from the list. Values in the order: Tat export inh	Wnt bcat act	V-ATPase pHluor	CAL PDZ FP-1	CAL PDZ FP-2	MITF TRPM1 HTS	RTF Ca sens act	Rtt109 HAT inh	CDK5 inh	dFosB act
O=C(CSc1ccc(-c2ccccn2)nn1)Nc1ccc(F)cc1F is listed as 7	0	-4	-4	-2.4	-1	-1	-7	-2.4	3
CN(CC(=O)Nc1ccccc1C(F)(F)F)C(=O)C1CCN(S(=O)(=O)c2ccc3c(c2)OCCO3)CC1 is listed as -7	-3	2	nt	-1.1	-7	-4	2	1.0	-11

Remaining list, next part
(43) CCOc1ccc(NC(=O)CSc2nc3ccccc3c(=O)n2CCCC(=O)NCC2CCCO2)cc1 (stereo not given)
(44) C/C(=N\O)C(C)(C)Nc1ccc(Cl)cc1
(45) COC(=O)c1c(N2C(=O)Nc3ccccc3N2O)sc2c1CCCC2
(46) CC(=O)c1ccccc1OC(=O)CCN1C(=O)C2C3C=CC(C4CC34)C2C1=O (stereo not given)
(47) COC(=O)c1ccc(Oc2ccc3nncn3n2)cc1
entry no.	43	44	45	46	47
Tat export inh	-3	-8	-4	-4	-1
Wnt bcat act	-3	-1	1	-5	-3
V-ATPase pHluor	-6	-1	-1	nt	1
CAL PDZ FP-1	-1	7	-3	-1	-1
CAL PDZ FP-2	-1.8	-1.4	-3.3	-2.1	nt
MITF TRPM1 HTS	0	nt	3	31	nt
RTF Ca sens act	7	-3	-1	-1	6
Rtt109 HAT inh	3	-8	9	nt	5
CDK5 inh	-0.8	1.6	-0.5	-2.9	-1.2
dFosB act	-6	-2	10	-2	-9

Screening data as filed in PubChem BioAssay.
